AmpC inh detg = qHTS Inhibitors of AmpC Beta-Lactamase (assay with detergent). P00811. AmpC hydrolysis of nitrocefin, absorbance 480 nm, 0.01% Triton. Potency, µM (highest dose often 114 µM), for the others: top-dose activity change, negative = inhibition, most hits filed as inhibitors. 370,000 tested, 0.041% active. AID 485294, 2010;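 further: potency means the concentration at half of the fitted maximal effect; 0% = no-compound wells and -100% = no-enzyme wells; nearly all actives have a fitted effect of over 25% in size; some results filed as inactive show a strong effect at the top dose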
Target sequence (P00811 whole entry, looked up): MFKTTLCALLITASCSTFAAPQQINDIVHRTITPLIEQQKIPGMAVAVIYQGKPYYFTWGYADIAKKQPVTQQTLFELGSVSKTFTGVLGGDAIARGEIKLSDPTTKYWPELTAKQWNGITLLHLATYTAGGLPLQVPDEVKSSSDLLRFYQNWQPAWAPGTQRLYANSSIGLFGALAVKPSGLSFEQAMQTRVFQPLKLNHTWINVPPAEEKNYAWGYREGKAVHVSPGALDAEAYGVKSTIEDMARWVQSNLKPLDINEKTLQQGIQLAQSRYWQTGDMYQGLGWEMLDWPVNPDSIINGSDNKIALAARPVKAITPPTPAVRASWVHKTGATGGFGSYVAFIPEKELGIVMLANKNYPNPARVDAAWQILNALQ
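AmpC (5.3 nM in the dispensed reagent) in 20 mM phosphate pH 7.0 with 0.01% (detergent screen) or 0.0001% Triton X-100 was preincubated with compounds for 15 min at room temperature. Nitrocefin was then added from an 800 uM solution, and hydrolysis was followed at 480 nm.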
AmpC no deterg = qHTS Inhibitors of AmpC Beta-Lactamase (assay without detergent); Potency, µM (highest dose often 57.1 µM), without a hit: at the highest dose activity change, negative = inhibition, most hits filed as inhibitors; P00811; 330,000 tested, 0.52% active; AID 485341, 2010; AmpC nitrocefin hydrolysis, absorbance 480 nm, 0.0001% Triton;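 further: potency means the concentration at half of the fitted maximal effect; plate controls were no compound for no effect and no enzyme for full effect; nearly all actives have a fitted effect of over 20% in size; some results filed as inactive show a strong effect at the top dose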
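20 mM phosphate pH 7.0 + 0.01% (detergent screen) or 0.0001% Triton X-100; 5.3 nM AmpC reagent; cpd preinc 15 min RT; nitrocefin (800 uM stock) to start; A480 q20 s × 4 min; Activity was normalised to no-enzyme and no-compound control wells.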
LmPK inhibitor = qHTS Assay for Inhibitors of Leishmania Mexicana Pyruvate Kinase (LmPK) | Q27686 | purified LmPK, Kinase-Glo ATP luminescence, 1 h | Potency, µM (doses to about 57.5 µM), for inactives: at the highest dose activity change, negative = inhibition, actives largely listed as inhibitors | 290,000 tested, 0.37% active | AID 1721, 2009; further: potency means the concentration at half of the fitted maximal effect
Target sequence (Q27686 whole entry, looked up): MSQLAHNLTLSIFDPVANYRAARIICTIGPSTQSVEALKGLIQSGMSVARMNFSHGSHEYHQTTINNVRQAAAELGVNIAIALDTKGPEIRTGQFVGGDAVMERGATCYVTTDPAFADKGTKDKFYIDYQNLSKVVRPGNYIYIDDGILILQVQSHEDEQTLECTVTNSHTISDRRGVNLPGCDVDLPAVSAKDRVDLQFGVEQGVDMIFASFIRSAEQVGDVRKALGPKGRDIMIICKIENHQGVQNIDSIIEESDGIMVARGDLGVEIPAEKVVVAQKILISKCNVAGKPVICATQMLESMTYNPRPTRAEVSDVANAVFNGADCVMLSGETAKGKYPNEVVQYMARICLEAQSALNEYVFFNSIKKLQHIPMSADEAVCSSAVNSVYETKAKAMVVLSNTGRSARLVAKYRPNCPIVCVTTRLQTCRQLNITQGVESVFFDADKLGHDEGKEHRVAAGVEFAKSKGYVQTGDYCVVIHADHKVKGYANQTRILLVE
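0.1 nM LmPK, 0.5 mM PEP, 0.1 mM ADP; 50 mM imidazole pH 7.2, 7 mM MgCl2, 50 mM KCl; 1 h RT. Kinase-Glo luminescence readout, normalized to no-enzyme (full inhibition) and uninhibited wells.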
Sm TGR block = qHTS Assay for the Inhibitors of Schistosoma Mansoni Peroxiredoxins; Schistosoma mansoni thioredoxin glutathione reductase (TGR), Q962Y6; Potency, µM (top dose mostly 114 µM), without a hit: top-dose activity change, negative = inhibition, most hits filed as inhibitors; 360,000 tested, 3% active; purified TGR, DTNB reduction, TNB absorbance 405 nm; AID 485364, 2010; further: potency means the concentration at half of the fitted maximal effect; nearly all actives have a fitted effect of over 60% in size
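Kinetic colorimetric format: TGR-catalysed, NADPH-driven DTNB reduction monitored via TNB absorbance. Enzyme dispensed at 20 nM; compound exposure 15 min at room temperature before reaction start.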
AMA1 RON2 block = qHTS for Inhibitors of AMA1-RON; Towards Development of Antimalarial Drug Lead: Primary Screen. Plasmodium falciparum AMA1 (3D7) - RON2 peptide interaction. AID 720542, 2013. 360,000 tested, 0.2% active. Potency, µM (titrated, usually from 58.2 µM), inactives show at the highest dose activity change, negative = inhibition, most hits filed as inhibitors. AlphaScreen AMA1-biotinylated RON2 peptide binding;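 further: potency means the concentration at half of the fitted maximal effect; 0% = vehicle wells and -100% = peptide control; nearly all actives have a fitted effect of over 45% in size; some results filed as inactive show a strong effect at the top dose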
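AMA1 (3D7) with his tag at 25 nM final met compounds first, then biotinylated RON2 peptide at 25 nM; detection used donor plus acceptor beads, 10 µg/mL apiece, read by AlphaScreen after 30 min at room temperature.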
HCMV inh = qHTS Assay for inhibitors of the human cytomegalovirus (HCMV); 410,000 tested, 4.5% active; HFF cells, HCMV-luciferase reporter, 72 h; active compounds read low; activity change, negative = inhibition, % at 57.5 µM; in the data active means activity change below about -60%; inconclusive means no clear call, values can overlap the other calls; inactive means above about -39%
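Human foreskin fibroblasts infected with luciferase-reporter HCMV at MOI 1 PFU/cell, compounds at two doses. Luciferase measured 72 h post infection; normalized to buffer-only basal and Salinomycin (10uM) controls.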
Tb PYK inh = qHTS of Trypanosoma Brucei Inhibitors; Potency, µM (highest dose often 76.8 µM), inactives show at the top dose activity, negative = inhibition, most hits filed as inhibitors; AID 624173, 2012; TbPYK enzyme, Kinase-Glo Plus ATP luminescence, 45 min; 410,000 tested, 0.12% active; further: potency means the concentration at half of the fitted maximal effect; nearly all actives have a fitted effect of over 50% in size
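Luminescence from Kinase-Glo Plus, added after a 45-minute room-temperature reaction, served as the end-point read-out. The enzyme and substrate were preincubated with compound before ADP (130 uM final) initiated turnover. Concentration-effect curves came from normalized qHTS data.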
* marks the source's active call; other numbers are inactive results; ? = inconclusive; / = no result given; [ ] = another dose, or the depositor's remark. Unless noted, the call rests on the fitted dose curve; in most records, active means well fitted curve in the direction sought with a large enough effect; inconclusive means small, poorly fitted or top-dose-only effect, or another doubt; inactive means no such curve, though single readings can be large; an effect the other way counts as inactive or inconclusive. Unless noted, on the % scale 0 is the no-effect control and ±100 the full control effect.

Sequence of screens – AmpC inh detg | AmpC no deterg | LmPK inhibitor | Sm TGR block | AMA1 RON2 block | HCMV inh | Tb PYK inh
N#CC1(c2ccccc2)CCC(NCCc2ccccc2)CC1 (stereo unspecified)
  -1% | -9% | -1% | -12% | -26% | 47 | 24%
O=C(Cn1nc(CNc2ccc(Cl)cc2)[n+]2c1CCCCC2)c1ccc(Cl)cc1
  8% | 164%[activator] | 7% | 4% | -13% | -10 | -27%
Cc1c(C(=O)NCc2ccccc2)sc2nc[nH]c(=O)c12
  5% | / | / | 0% | / | 15 | -5%
CCn1nnc(NC(=O)c2ccccc2Br)n1
  0% | -18% | -7% | 8% | 0% | 61 | -5%
Cc1ccccc1CN1CCN(C(=O)c2ccc(F)cc2)CC1
  1% | 25% | 0% | -1% | ? | 36 | -6%
CC(=O)c1ccc(S(=O)(=O)Nc2ccc(-c3cn4c(C)csc4n3)cc2)cc1
  8% | / | / | 7% | / | 50 | -10%
CC1CCN(C(=O)CSc2nnc(CNc3ccc(F)cc3)n2Cc2ccco2)CC1
  2% | / | 5% | ? | 3% | ? | -14%
CNC(=O)CS(=O)(=O)CC(=O)Nc1cc(OCCOC)c(Cl)cc1Cl
  0% | -7% | 0% | 5% | 5% | -25 | 0%
O=C(COC(=O)/C=C/c1ccc(C(F)(F)F)cc1)NCC1CCCO1 (stereo unspecified)
  0% | -3% | / | 0% | 20% | -19 | 1%
Clc1ccc(C2C3=C(Nc4ncnn42)c2ccccc2CC3)cc1 (stereo unspecified)
  -7% | -1% | -3% | -21% | / | / | /
CCOC(=O)c1cnc2c(C)cccc2c1Nc1ccc(OC(C)C)cc1
  12% | / | / | 2% | / | -19 | -15%
COc1ccc(-c2sc(Nc3ccccc3)n[n+]2-c2ccc(F)cc2)c(OC)c1OC
  1% | -24% | 2% | 2% | 56%[activator] | 140 | -5%
COCCn1c(C)cc(C(=O)CSc2nnc(-c3cccnc3)n2-c2ccccc2F)c1C
  ? | 84%[activator] | -3% | ? | 18% | -27 | /
O=C(c1cccc(S(=O)(=O)N2CCOCC2)c1)N1CCN(c2ncccn2)CC1
  / | / | / | / | -4% | 33 | 4%
CN1C(=O)C(CCC(N)=O)NC1=S (stereo unspecified)
  2% | 1% | 7% | -11% | 7% | -30 | -1%
Nn1cnnc1N/N=C/c1cc([N+](=O)[O-])c(Cl)cc1Cl
  2% | -13% | 11% | ? | 17% | 37 | -6%
C=CCn1c(SCCN2C(=O)c3ccccc3C2=O)nc2scc(-c3ccc(F)cc3)c2c1=O
  / | / | / | / | -6% | -33 | 6%
O=C(NCc1ccncc1)C(=O)NCC(c1ccco1)N1CCN(c2ccccc2)CC1 (stereo unspecified)
  6% | 35% | -4%[11.5 µM] | 11% | -2% | 0 | 0%
CC(=O)Nc1ccc(NC(C)=C(C#N)C#N)cc1
  ? | -18% | 3% | -1% | 12% | 60 | -3%
C=C(C)c1ccc(C(C)(C)NC(=O)N(Cc2ccccc2)Cc2ccco2)cc1
  3% | -22% | 0% | -1% | -9% | -29 | -1%
CN(C)c1oc(-c2ccc(Cl)cc2)nc1S(=O)(=O)c1ccccc1
  -13% | -19% | 1% | -18% | 18% | ? | 6%
COc1cc2c(ccc3c4cc(OC)c(OC)cc4c[n+](C)c23)cc1O
  / | / | / | / | 4% | -100* | -22%
O=C(NC(c1ccc(-c2ccccc2)cc1)c1cnccn1)C1CCN(Cc2cccs2)CC1 (stereo unspecified)
  / | / | / | / | ? | 5 | -1%
Cc1nc2c(OCc3cc(Cl)cc(Cl)c3)cccn2c1N(C)C(=O)CCC1CCCC1
  / | / | / | / | -12% | -18 | -3%
O=C(Cc1ccc(NC(=O)C2CCCN(C(=O)C3CC3)C2)cc1)Nc1cccc(C(=O)N2CCCC2)c1 (stereo unspecified)
  / | / | / | / | -2% | -10 | 4%
COC(=O)c1cc2sc(Cl)cc2n1Cc1nc(-c2ccccc2F)oc1C
  -5% | / | / | -6% | / | 12 | -8%
COc1ccc(CNc2nn3c(-c4cccc(C(=O)N(C)C)c4)cnc3s2)cc1
  / | / | / | / | -16% | -66* | -15%
COc1ccc(C(=O)NC2CC(C)(C)Cc3c2cnn3-c2ccccc2C)c(OC)c1OC (stereo unspecified)
  0% | 166%[activator] | -2% | -33% | -1% | ? | -6%
O=c1ccc(-c2ccc(S(=O)(=O)NCc3cccc(Br)c3)s2)n[nH]1
  -8% | -10% | 4% | -10% | -7% | ? | -3%
CCOC(=O)c1[nH]c2ccc(Br)cc2c1NC(=O)CNC
  ? | -3% | -1% | 6% | 9% | 24 | 4%

Among those listed so far, four contain an aryl methoxy group:
Sequence of screens – AmpC inh detg | AmpC no deterg | LmPK inhibitor | Sm TGR block | AMA1 RON2 block | HCMV inh | Tb PYK inh
COc1ccc(-c2sc(Nc3ccccc3)n[n+]2-c2ccc(F)cc2)c(OC)c1OC
  1% | -24% | 2% | 2% | 56%[activator] | 140 | -5%
COc1cc2c(ccc3c4cc(OC)c(OC)cc4c[n+](C)c23)cc1O
  / | / | / | / | 4% | -100* | -22%
COc1ccc(CNc2nn3c(-c4cccc(C(=O)N(C)C)c4)cnc3s2)cc1
  / | / | / | / | -16% | -66* | -15%
COc1ccc(C(=O)NC2CC(C)(C)Cc3c2cnn3-c2ccccc2C)c(OC)c1OC (stereo unspecified)
  0% | 166%[activator] | -2% | -33% | -1% | ? | -6%

Additional results follow:
Sequence of screens – AmpC inh detg | AmpC no deterg | LmPK inhibitor | Sm TGR block | AMA1 RON2 block | HCMV inh | Tb PYK inh
NC(=O)C1=C[C@@H](C2CCCCC2)C[C@@H](OCCCCO)O1
  2% | 5% | 0% | -32% | 40%[activator] | -3 | 0%
COc1cccc(OCc2cc(C(=O)N3CCC(C(O)C(C)C)CC3)no2)c1 (stereo unspecified)
  -2% | 113%[activator] | -2% | -9% | 0% | -7 | -4%
Cc1ccc2[nH]c(O)c(N=Nc3ccccc3C)c2c1
  -4% | -43% | 7% | 22µM* | -6% | 56 | -18%
Cc1ccc(S(=O)(=O)NCCC(=O)Nc2ccc(Cl)cc2C(=O)c2ccccc2)cc1
  7% | -14% | 4% | 6% | -9% | 17 | 0%
O=C1c2cccc3c2C2(O)c4c1cccc4C(=O)c1cccc(c12)C3=O
  / | / | / | / | -4% | 29 | 3%
CC(=O)c1c(N2CCN(c3cccc(Cl)c3)CC2)nc(=S)n(-c2ccccc2)c1C
  ? | 80%[activator] | -1% | 0% | -21% | -3 | -5%
COc1ccc(N2C(=O)CC(Nc3cccc(C(C)=O)c3)C2=O)cc1OC (stereo unspecified)
  1% | 2% | 5% | 56µM* | -10% | -8 | -4%
CCCCN1CC(=O)N2[C@H]3c4cc(C)ccc4OC[C@@H]3[C@H](C(=O)OCC)[C@]2(C)C1=O
  -7% | 125%[activator] | / | -23% | 16% | -7 | 0%
Cn1nc(C(=O)NCc2ccccc2)cc1C(=O)NCc1ccccc1
  11% | -25% | 0% | 73%[activator] | -15% | 90 | 6%
COc1ccc(Cl)cc1NC(=O)C(C)N1CCN(C/C=C/c2ccccc2)CC1 (stereo unspecified)
  0% | 161%[activator] | -5% | -14% | ? | 3 | -11%
CC(C)OCCCn1c(-c2ccco2)nc2nc3ccccc3nc21
  -2% | 28% | -2% | 50µM* | 6% | -1 | 1%
N#CCCN1CCN(S(=O)(=O)c2ccc(S(=O)(=O)NC3CCCCC3)cc2)CC1
  -7% | 2% | 3% | -6% | -1% | -10 | 1%
O=C(CCSCc1ccccc1)Nc1ccc2c(c1)OCCO2
  2% | -24% | 9% | 13% | -3% | 95 | -4%
Cn1c(=O)c2c(ncn2CC(=O)OCC(=O)Nc2ccc(Cl)cc2Cl)n(C)c1=O
  -16% | 10% | 2% | -15% | 0% | -13 | 6%
Cc1ccc(NNC(=O)C(O)(c2cccc(C(F)(F)F)c2)c2cccc(C(F)(F)F)c2)cc1
  -11% | -47% | 4% | 0% | 3%[11.6 µM] | -89* | 1%
CCCN(CCC)C(=O)C1CCN(c2ccc(S(=O)(=O)N3CCOCC3)cc2[N+](=O)[O-])CC1
  -12% | 173%[activator] | 9% | 8% | -9% | ? | -5%
Cc1noc2ncnc(Oc3ccccc3)c12
  1% | -6% | -5% | -16% | 2% | -14 | 1%
C=CCn1c(-c2cc(OC)c(OC)c(OC)c2)n[nH]c1=S
  -11% | -20% | -21% | -12% | 34%[activator] | 18 | ?
Cc1csc(NC(=O)c2oc3ccccc3c2C)n1
  1% | -9% | / | -2% | 9% | 88 | 0%
Cc1ccc(C)c(NC(=O)CSc2ccc3nc(-c4ccccc4)cn3n2)c1
  -5% | / | / | -10% | / | 12 | -14%
Cc1cccc(C(C)C)c1-n1nnnc1-c1ccccc1
  -8% | -10% | 2% | 3% | 12% | 15 | -2%
COc1ccc(Cn2ccc3nc(C)c(C(=O)Nc4ccc(OC(F)(F)F)cc4)cc3c2=O)cc1
  -7% | / | / | 1% | / | -19 | 1%
Cc1ccc(NC(=O)CCc2nnc3ccc(N4CCC5(CC4)OCCO5)nn23)nc1
  -7% | 34% | 8% | 1% | -10% | ? | 4%
COCCNC(=O)Cn1cnc2c(cnn2-c2ccc(OC)cc2)c1=O
  ? | -11% | -3% | 2% | -8% | -12 | 5%
CCN(CC)CCCn1c2c(c(SCC(=O)Nc3cccc(C)c3C)nc1=O)CCC2
  -17% | -4% | / | -3% | 25% | -18 | -5%
COc1ccc(NC(=O)c2cc(S(=O)(=O)N3CCCC(C)C3)cn2C)c(OC)c1 (stereo unspecified)
  -1% | / | / | 1% | / | 5 | -2%

Compound profiles, from the list above. Screens in order: AmpC inh detg	AmpC no deterg	LmPK inhibitor	Sm TGR block	AMA1 RON2 block	HCMV inh	Tb PYK inh
`O=C1c2cccc3c2C2(O)c4c1cccc4C(=O)c1cccc(c12)C3=O` in the list: /	/	/	/	-4%	29	3%
`CCn1nnc(NC(=O)c2ccccc2Br)n1` in the list: 0%	-18%	-7%	8%	0%	61	-5%
`CCOC(=O)c1cnc2c(C)cccc2c1Nc1ccc(OC(C)C)cc1` in the list: 12%	/	/	2%	/	-19	-15%
`Cc1ccc(C)c(NC(=O)CSc2ccc3nc(-c4ccccc4)cn3n2)c1` in the list: -5%	/	/	-10%	/	12	-14%

Screening results: PubChem, National Center for Advancing Translational Sciences (NCATS)
